High-throughput results from PubChem.
MBD2 inh – inhibitors of MBD2 binding to methylated DNA, primary screen, biochemical, TR-FRET, DNA-binding domain, human; inhibition, % at 4.4 µM; 370,000 tested, 0.31% active; MBD2 binding to methylated oligonucleotide; in the data active = inhibition above about 13%
Target sequence (Q9UBB5 whole entry, looked up, the tested form may be a part): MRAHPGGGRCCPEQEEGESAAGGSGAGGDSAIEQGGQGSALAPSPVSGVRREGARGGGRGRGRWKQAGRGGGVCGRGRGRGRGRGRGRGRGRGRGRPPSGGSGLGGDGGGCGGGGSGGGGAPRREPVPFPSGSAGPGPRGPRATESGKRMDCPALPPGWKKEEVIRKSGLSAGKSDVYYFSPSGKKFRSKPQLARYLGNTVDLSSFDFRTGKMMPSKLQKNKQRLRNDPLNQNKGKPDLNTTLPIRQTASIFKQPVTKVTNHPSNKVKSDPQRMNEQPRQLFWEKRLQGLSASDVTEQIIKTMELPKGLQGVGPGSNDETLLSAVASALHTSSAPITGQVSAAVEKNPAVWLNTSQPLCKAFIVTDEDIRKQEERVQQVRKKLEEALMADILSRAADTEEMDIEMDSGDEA
HTRA1 inhibitor – HTRA1 serine protease inhibitors, primary screen, biochemical, fluorescence polarization, HTS; 340,000 tested, 0.5% active; inhibition, % at 5.96 µM; recombinant HTRA1, FP-rhodamine activity-based probe; in the data active = inhibition above about 36%;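 also: 0% = enzyme with DMSO and 100% = wells lacking enzyme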
GC-B act – human GC-B receptor activators, primary screen, HEK293 GC-B cells, cGMP TR-FRET, EC30 CNP; Atrial natriuretic peptide receptor 2 (Homo sapiens), P20594; 0% at EC30 CNP, 100% saturating CNP; activation, % at 10 µM; 370,000 tested, 0.11% active; AID 1920062, 2024;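 active = activation at 10 µM reaching about 35% in either raw or pattern-adjusted values, limit read from the data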
UHRF1 MBD2 ctr – UHRF1 methylated DNA binding inhibitors, primary screen, counter-screen for MBD2 inhibitor project, biochemical, TR-FRET, human UHRF1, single concentration; E3 ubiquitin-protein ligase UHRF1 (Homo sapiens), Q96T88; UHRF1 binding to methylated oligo; inhibition, % at 4.4 µM; 370,000 tested, 0.75% active; in the data active = inhibition above about 21%;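 also: UHRF1 SRA domain binding a hemimethylated CpG hairpin DNA probe; 0% = median of test compound wells and 100% = reference inhibitor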
PRMT1 FP inh – PRMT1 methyltransferase inhibitors, primary screen, biochemical, fluorescence polarization; 370,000 tested, 1.3% active; Protein arginine N-methyltransferase 1 (Homo sapiens), Q99873; inhibition, % at 2.79 µM; recombinant PRMT1, activity-based probe fluorescence polarization;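 active = inhibition above about 21% made by adding two undisclosed values, limit read from the data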
Target sequence (Q99873 whole entry, looked up): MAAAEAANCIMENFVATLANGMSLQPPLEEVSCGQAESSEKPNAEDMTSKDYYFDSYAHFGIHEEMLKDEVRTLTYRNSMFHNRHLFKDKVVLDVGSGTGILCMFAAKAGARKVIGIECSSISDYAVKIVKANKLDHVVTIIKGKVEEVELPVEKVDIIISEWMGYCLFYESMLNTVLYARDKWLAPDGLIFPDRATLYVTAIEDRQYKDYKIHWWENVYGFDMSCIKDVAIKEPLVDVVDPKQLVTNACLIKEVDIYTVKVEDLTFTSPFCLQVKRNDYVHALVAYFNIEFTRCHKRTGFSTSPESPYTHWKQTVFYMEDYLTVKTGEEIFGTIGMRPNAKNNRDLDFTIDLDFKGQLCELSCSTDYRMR
SIAE inh – human SIAE inhibitors, primary screen, biochemical, fluorescence polarization, FP-Rh probe, 1536-well HTS; Sialate O-acetylesterase (Homo sapiens), Q9HAT2; SIAE FP-Rh probe binding; inhibition, % at 9.66 µM; 370,000 tested, 0.69% active;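 active = inhibition above a cutoff: mean of compounds within the control limits plus 3 SD of those, cut at about 17% in these data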;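 also: 0% = plate median of compound wells and 100% = probe without SIAE protein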
GC-A act – GC-A stimulated cGMP production enhancers – HEK293 GC-A cells, cGMP TR-FRET, EC30 ANP, primary screen. 370,000 tested, 0.14% active. Atrial natriuretic peptide receptor 1 (Homo sapiens), P16066. activation, % at 10 µM. 0% at EC30 ANP, 100% saturating ANP. AID 1671463, 2021; in the data active = activation above about 40%
rCAG RNA binder – binders of r(CAG) RNA repeats, primary screen, biochemical, fluorescence; r(CAG) RNA repeat, TO-PRO-1 dye displacement fluorescence; 370,000 tested, 1.3% active; inhibition, % at 3 µM;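 active = inhibition above the plate cutoff, the mean of all test compounds on that plate plus 3 SD, cut at about 35% in these data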;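 also: 0% = DMSO alone and 100% = 100 µM mitoxantrone as full dye displacement; higher means more dye released from RNA so lower well fluorescence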
TCR-CD3 inh – inhibitors of human TCR-CD3 interaction, primary screen, biochemical, fluorescence, TAMRA-labeled TCR probe; T-cell receptor (TCR); inhibition, % at 9.4 µM; 360,000 tested, 0.37% active; in the data active = inhibition above about 19%;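 also: recombinant mutant TCR 2C K166C tagged with TAMRA read by polarization; 0% = receptor in buffer alone and 100% = receptor with positive control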
ABHD4 inh – ABHD4 inhibitors, primary screen, biochemical, fluorescence polarization, mouse; (Lyso)-N-acylphosphatidylethanolamine lipase (Mus musculus), Q8VD66; purified mABHD4, FP-Rh probe fluorescence polarization; inhibition, % at 8.92 µM; 370,000 tested, 0.54% active; AID 720543, 2013;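 active = inhibition exceeding the mean over every tested compound plus 3 SD, cut at about 30% in these data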;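 also: 0% = plate median of compound wells and 100% = S159A mutant with DMSO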
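Doses – 8.92 µM, single dose · Material – wild-type mouse ABHD4 protein · Replication – single well per compound (singlicate) · Measure – percent inhibition of probe binding, normalized to plate controls · Schedule – 45 min compound pre-incubation plus 60 min probe step, 25 °C · Detection – fluorescence polarization with parallel and perpendicular emission, 525/598 nm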
* = called active by the depositor; / = not tested or not shown. Not all compounds are listed (hit frequency here may not be typical).

SMILES	MBD2 inh	HTRA1 inhibitor	GC-B act	UHRF1 MBD2 ctr	PRMT1 FP inh	SIAE inh	GC-A act	rCAG RNA binder	TCR-CD3 inh	ABHD4 inh
Cc1ccc2nc(SCC(=O)Nc3cccc(S(=O)(=O)N(C)C)c3)[nH]c2c1	2	-17	1	8	-1	4	-2	4	-3	-17
O=C(Nc1nnc(C2CCCCC2)s1)C1CC(=O)N(c2ccc(F)cc2)C1 (stereo not given)	4	0	-3	-1	-2	5	0	6	0	6
Cc1ccccc1Nc1nc(CSc2nnnn2-c2ccccc2)cs1	-5	-9	9	-6	5	4	0	13	0	-1
CSCC[C@H](NC(=O)Cc1ccc(Cl)cc1)C(=O)N1CCC2(CC1)NCCc1[nH]cnc12	7	2	2	1	0	-2	-3	-6	0	-1
CCOCC(=O)NC1CCc2cc(OC)c(OC)c(OC)c2-c2ccc(SC)c(=O)cc21 (stereo not given)	-6	3	6	-1	-1	0	-1	4	6	4
O=C(c1ccccc1)N(Cc1cccnc1)C1(C(=O)Nc2ccccc2)CCCCC1	-3	4	-10	6	-3	-1	-11	-1	-2	4
CCC1CCCCN1CCCNC(=O)c1cn(CC)c2ccc(S(=O)(=O)N(C)C3CCCCC3)cc2c1=O (stereo not given)	5	2	-2	3	1	8	-5	-2	0	4
COc1ccc(N(C)S(=O)(=O)c2cccc(C(=O)Nc3nc(C)c(C(C)=O)s3)c2)cc1	15*	-1	7	17	16	-7	-3	34	5	-28
CCCc1cc(=O)n2c(nc3ccccc32)[nH]1	2	5	4	-1	-2	5	2	2	5	0
COc1ccccc1CNC(=O)COC(=O)c1cc(=O)[nH]c2ccccc12	0	5	-5	-1	-4	3	-4	-1	-1	-6
O=C(CN1CCOCC1)NCCNS(=O)(=O)c1ccccc1	1	5	1	-3	1	5	-1	0	1	-2
O=C(CN1CCN(c2ccc(F)cc2)CC1)Nc1cccc(C(F)(F)F)c1	4	-8	-4	-4	0	-3	1	-6	0	1
O=C(Cc1ncc(C(F)(F)F)cc1Cl)NC1CC1	-2	3	0	0	2	7	0	0	0	-1
O=C(NCCc1ccc(Cl)cc1)C1CCN(C(=O)N2CCOc3ccccc32)CC1	-1	-2	-2	-2	-2	-8	-2	1	0	3
CC1CN(C(=O)Nc2ccccc2)c2ccccc2-[n+]2ccsc21 (stereo not given)	6	2	0	2	18	-7	5	4	0	12
CCC(=O)Nc1nnc(SCC(=O)Nc2ccc3c(c2)OCCO3)s1	-1	6	1	-2	-2	0	0	2	2	-8
Cc1cccc(N(C)S(=O)(=O)c2c(C)noc2C)c1	4	5	4	1	1	-5	0	-5	-1	6
Cc1csc(SCc2nc3sc4c(c3c(=O)[nH]2)CCC4)n1	1	-2	-1	-2	1	-10	-2	1	7	4
Cc1ccc(CN2CCCCC(NC(=O)c3cccc(C(F)(F)F)c3)C2=O)cc1 (stereo not given)	-1	/	-3	0	-3	-5	0	0	/	-3
c1ccc(-n2nc3c(ccc4cnnc43)[nH]2)cc1	15*	-14	-6	19	5	-12	10	14	-5	-17
CSCCC(NS(=O)(=O)c1cccc(C(F)(F)F)c1)C(=O)N(C)Cc1ccc2c(c1)OCCO2 (stereo not given)	0	-11	-4	0	3	-3	-3	-10	5	2
CC(C)N1CCN(Cc2ccc3nsnc3c2)CC1CCO (stereo not given)	1	4	-1	-5	2	11	1	-2	-1	-3
COCCN1C(=O)C(=O)/C(=C(/O)c2ccc(C)cc2)C1c1ccccn1 (stereo not given)	-3	-4	-5	-1	-1	1	0	1	8	2
Cc1ccc(-c2nc(NC(=O)c3nn(C)cc3[N+](=O)[O-])sc2C)cc1	0	-6	4	3	-2	-1	2	4	8	-1

Taken from above.
SIAE inh, `O=C(Cc1ncc(C(F)(F)F)cc1Cl)NC1CC1` → 7
SIAE inh, `Cc1cccc(N(C)S(=O)(=O)c2c(C)noc2C)c1` → -5
HTRA1 inhibitor, `O=C(CN1CCOCC1)NCCNS(=O)(=O)c1ccccc1` → 5

Four compounds already listed, arranged by molecular weight, high to low.
SMILES	MBD2 inh	HTRA1 inhibitor	GC-B act	UHRF1 MBD2 ctr	PRMT1 FP inh	SIAE inh	GC-A act	rCAG RNA binder	TCR-CD3 inh	ABHD4 inh
O=C(NCCc1ccc(Cl)cc1)C1CCN(C(=O)N2CCOc3ccccc32)CC1	-1	-2	-2	-2	-2	-8	-2	1	0	3
Cc1ccc(CN2CCCCC(NC(=O)c3cccc(C(F)(F)F)c3)C2=O)cc1 (stereo not given)	-1	/	-3	0	-3	-5	0	0	/	-3
Cc1csc(SCc2nc3sc4c(c3c(=O)[nH]2)CCC4)n1	1	-2	-1	-2	1	-10	-2	1	7	4
c1ccc(-n2nc3c(ccc4cnnc43)[nH]2)cc1	15*	-14	-6	19	5	-12	10	14	-5	-17

Remaining list, next part:
SMILES	MBD2 inh	HTRA1 inhibitor	GC-B act	UHRF1 MBD2 ctr	PRMT1 FP inh	SIAE inh	GC-A act	rCAG RNA binder	TCR-CD3 inh	ABHD4 inh
CCCNC(=O)N[C@@H](Cc1ccccc1)C(=O)OC	4	1	4	-2	-4	3	1	-2	-7	3
CN(C)c1ccc(CNC(=O)c2cc(S(=O)(=O)N3CCCC3)cn2C)cc1	-2	1	6	1	-1	3	-3	4	2	2
CCCCCCC/C(C)=N/NC(=O)CC(=O)NCCc1ccccc1	4	4	-3	2	1	-5	0	-3	-4	-3
CCC(C)[C@H](NC(=O)C1CC(=O)N(c2ccc3c(c2)OCCO3)C1)C(=O)N1CCCCC1 (stereo not given in full)	-5	3	2	-2	0	-6	1	-8	2	-3
CCOc1cc(NC(=O)c2ccco2)c(OCC)cc1NC(=O)Cc1cccc(OC)c1	-8	-4	3	-3	0	11	0	0	0	13
C[C@@H]1CCCCO[C@H](CN(C)Cc2ccc(C(=O)O)cc2)[C@H](C)CN([C@@H](C)CO)C(=O)c2cc(NC(=O)Nc3ccc(C(F)(F)F)cc3)ccc2O1	10	-8	6	4	7	-2	3	50*	1	-20
COc1cc(C(=O)NCC(=O)Nc2ccc(F)c(F)c2)ccc1OCC(=O)N1CCOCC1	-1	4	0	-1	3	0	3	-2	-6	3
O=C(Nc1cccc(Cl)c1)N1CCOCC1	3	6	-1	3	1	-4	5	-3	-3	7
COC(=O)c1sccc1NC(=S)N1CCN(c2ccccc2F)CC1	-1	6	-5	0	1	2	-1	5	10	-12
CC1CN(C(=O)CCC(=O)NCc2ccc(Cl)cc2)c2ccccc2S1 (stereo not given)	-1	-9	-13	0	0	0	-7	0	9	4
COc1ccc(C(NC(=O)c2ccc(=O)[nH]c2)C(=O)Nc2ccc(C(C)C)cc2)cc1 (stereo not given)	-3	-15	3	0	-3	-8	1	-1	0	-18
CCN(CC)c1ccc(NC(=O)CN2C(=O)NC3(CCc4ccccc43)C2=O)cc1 (stereo not given)	-7	6	6	-2	2	3	-5	5	0	2

Some of the entries so far, with values under each structure:
Every second line gives: MBD2 inh, HTRA1 inhibitor, GC-B act, UHRF1 MBD2 ctr, PRMT1 FP inh, SIAE inh, GC-A act, rCAG RNA binder, TCR-CD3 inh, ABHD4 inh
> CCCNC(=O)N[C@@H](Cc1ccccc1)C(=O)OC
→ 4, 1, 4, -2, -4, 3, 1, -2, -7, 3
> CC1CN(C(=O)CCC(=O)NCc2ccc(Cl)cc2)c2ccccc2S1 (stereo not given)
→ -1, -9, -13, 0, 0, 0, -7, 0, 9, 4
> COc1cc(C(=O)NCC(=O)Nc2ccc(F)c(F)c2)ccc1OCC(=O)N1CCOCC1
→ -1, 4, 0, -1, 3, 0, 3, -2, -6, 3
> CCOc1cc(NC(=O)c2ccco2)c(OCC)cc1NC(=O)Cc1cccc(OC)c1
→ -8, -4, 3, -3, 0, 11, 0, 0, 0, 13
> C[C@@H]1CCCCO[C@H](CN(C)Cc2ccc(C(=O)O)cc2)[C@H](C)CN([C@@H](C)CO)C(=O)c2cc(NC(=O)Nc3ccc(C(F)(F)F)cc3)ccc2O1
→ 10, -8, 6, 4, 7, -2, 3, 50*, 1, -20

Complete entries, looked up by structure. Screens in order: MBD2 inh	HTRA1 inhibitor	GC-B act	UHRF1 MBD2 ctr	PRMT1 FP inh	SIAE inh	GC-A act	rCAG RNA binder	TCR-CD3 inh	ABHD4 inh
`O=C(Nc1cccc(Cl)c1)N1CCOCC1` is listed with 3	6	-1	3	1	-4	5	-3	-3	7
`CCC(C)[C@H](NC(=O)C1CC(=O)N(c2ccc3c(c2)OCCO3)C1)C(=O)N1CCCCC1` (stereo not given in full) is listed with -5	3	2	-2	0	-6	1	-8	2	-3

Later entries
SMILES	MBD2 inh	HTRA1 inhibitor	GC-B act	UHRF1 MBD2 ctr	PRMT1 FP inh	SIAE inh	GC-A act	rCAG RNA binder	TCR-CD3 inh	ABHD4 inh
COc1cc2cc(C)c(Br)c(OC)c2cc1OC	5	-19	2	3	4	-6	-18	7	-5	-10
COc1ccc(S(=O)(=O)N2CCOC2CNC(=O)C(=O)NCc2ccccc2Cl)cc1 (stereo not given)	5	-12	-7	4	5	5	0	5	-4	-6
C[C@H](CO)N1C[C@H](C)[C@@H](CN(C)C(=O)Nc2ccccc2)Oc2ccc(NC(=O)C3CCCCC3)cc2C1=O	-4	2	0	1	-1	2	3	-6	4	7
COc1ccc(-c2nn(CC(=O)Nc3ccc(Cl)c(Cl)c3)c(=O)c3ccccc23)cc1	3	-94	-5	3	0	-49	-1	19	10	-20
COc1cc(/C=C/CNC[C@H]2O[C@@H](n3cnc4c(=O)[nH]c(N)nc43)[C@H](O)[C@@H]2O)ccc1O	-3	/	35	1	7	5	29	14	-3	7
CCc1nc2ccc(C(=O)NCc3ccccc3OC)cn2c1N(C)Cc1ccc(OC)cc1	1	/	31	-1	3	10	25	4	-1	-4
O=C(O)CCC(=O)N1CCN(c2nc(-c3ccccc3)c3cc(Br)ccc3n2)CC1	0	-4	11	-1	-2	-2	12	3	5	-2
CCOc1ccc(NC(=O)Cn2nnc(C(=O)NCc3ccc4c(c3)OCO4)c2N)cc1	-5	0	6	-3	-6	-6	-1	2	2	-1
O=C(OCc1cccc([N+](=O)[O-])c1)c1cnccn1	-4	-6	2	-5	-1	0	1	-3	4	0
Fc1ccccc1-c1nc(-c2ccc(Cl)cc2)no1	1	-4	-2	-1	0	1	15	0	-1	4
CCn1ncc(/C=N/NC(=O)c2cc(Cl)ccc2OC)c1C	5	-2	4	0	-3	2	6	-3	-2	0
CCCN1C(=O)SC(CC(=O)Nc2cccc3ccccc23)C1=O (stereo not given)	1	-6	2	2	18	0	3	3	-5	-4
CC(=O)Nc1ccc(S(=O)(=O)N(Cc2cccnc2)Cc2cc3ccc(C)cc3[nH]c2=O)cc1	-3	0	0	4	-2	-8	-3	1	8	9
COC(=O)c1cc(NC(=O)CSc2nc(C)cc(=O)[nH]2)cc(C(=O)OC)c1	-2	4	1	0	4	-16	2	1	4	-3
COc1nc(N2CCOCC2)nc(-n2cccc2)n1	1	3	-6	1	3	-2	7	-1	4	0
